GalR3 antag = antagonists of human GalR3; AID 651719; inhibition, % at 3 µM; O60755; HEK293 GalR3-CNG cAMP membrane potential fluorescence; galR3 body fused to GalR1 C-terminus; hit rate 0.44% among 360,000;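 active means inhibition above the screen-wide average plus 3 SD, cut at about 13% in these data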;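 further: forskolin and galanin both at EC90 stimulate the cells; cAMP rise reported by CNG channel membrane potential dye signal; 0% = forskolin plus galanin with DMSO and 100% = forskolin alone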
Target sequence (O60755 1-299 limits assumed): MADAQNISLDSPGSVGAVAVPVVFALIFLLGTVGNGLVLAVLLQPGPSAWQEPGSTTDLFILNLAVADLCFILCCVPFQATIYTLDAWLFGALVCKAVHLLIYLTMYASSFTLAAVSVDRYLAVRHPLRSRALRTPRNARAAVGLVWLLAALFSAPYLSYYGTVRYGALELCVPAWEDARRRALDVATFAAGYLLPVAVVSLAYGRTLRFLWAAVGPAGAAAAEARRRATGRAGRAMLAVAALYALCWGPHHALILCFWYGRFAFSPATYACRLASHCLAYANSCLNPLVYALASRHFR
CRFBP-R2 agonist = agonists of human CRF-binding protein/CRF-R2 receptor complex; AID 588473; activation, % at 13.2 µM; HEK293 CRF-R2/CRF-BP, calcium dye fluorescence (FLIPR); percent of saturating CRF peptide response; hit rate 0.46% among 350,000;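 active means activation of at least 50%, plus an integration ratio under a set limit after plate pattern correction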;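 further: plate controls were neutral control wells without compound for no effect and CRF at EC100 for full effect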
CRFR2-BP antag = blocks CRF-induced signaling of the CRF-BP/CRF-R2 complex; HEK293 CRF-R2/CRF-BP, CRF-induced calcium fluorescence; inhibition, % at 11.8 µM; hit rate 0.59% among 350,000;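 active means inhibition of the ligand-induced calcium signal above about 50% at the single tested concentration, limit read from the data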
The depositor's hits bear a star. Not all compounds are listed; count on the stated rates, not on these rows.

Start of the listing, in advance (five entries):
SMILES	GalR3 antag	CRFBP-R2 agonist	CRFR2-BP antag
CC(C)CN(C(=O)CSc1nc2ccccc2[nH]1)c1c(N)n(Cc2ccccc2)c(=O)[nH]c1=O	-4	4.3	-10
COc1ccc([C@H]2CC(=O)C=C(c3cccc(Br)c3)C2)cc1	-6	3.4	-11
CCN(CC(=O)Nc1ccc(NC(C)=O)cc1)C(=O)c1ccc(N2C(=O)c3ccccc3C2=O)cc1	-4	1.9	-3
CCN(CC(=O)Nc1c(F)cccc1F)C(=O)c1ccc2c(c1)OCO2	3	0.1	-1
CN1C(=O)N(CC(=O)N2CCN(S(=O)(=O)Cc3ccccc3)CC2)C(=O)C12CCCCC2	-3	0.4	9

The listing (from the top)
SMILES	GalR3 antag	CRFBP-R2 agonist	CRFR2-BP antag
CC(C)CN(C(=O)CSc1nc2ccccc2[nH]1)c1c(N)n(Cc2ccccc2)c(=O)[nH]c1=O	-4	4.3	-10
COc1ccc([C@H]2CC(=O)C=C(c3cccc(Br)c3)C2)cc1	-6	3.4	-11
CCN(CC(=O)Nc1ccc(NC(C)=O)cc1)C(=O)c1ccc(N2C(=O)c3ccccc3C2=O)cc1	-4	1.9	-3
CCN(CC(=O)Nc1c(F)cccc1F)C(=O)c1ccc2c(c1)OCO2	3	0.1	-1
CN1C(=O)N(CC(=O)N2CCN(S(=O)(=O)Cc3ccccc3)CC2)C(=O)C12CCCCC2	-3	0.4	9
c1ccc(Cc2c(-c3ccccc3)nc3c4ccccc4ccn23)cc1	-6	-0.2	1
O=C(CNC(=O)C1COc2ccccc2O1)Nc1cc(Cl)ccc1Cl (centres undefined)	-4	-0.1	-10
CCC1CCc2sc(C(=O)NNC(=O)c3ccncc3)cc2C1 (centres undefined)	-2	0.3	-4
CCCCn1c(N)c(N(CC(C)C)C(=O)COC(=O)Cc2cccc(OC)c2)c(=O)[nH]c1=O	-1	-0.8	-15
CCOc1ccc(/C=C/C(=O)N(CC)CC(=O)NCc2cccs2)cc1OC	-2	-3.4	9
CCC(=Cc1ccccc1O)c1ccncc1	-8	1.1	13
C[C@H](CO)N1C[C@H](C)[C@H](CN(C)C(=O)Nc2ccnc(N3CCOCC3)c2)OCc2cnnn2CCCC1=O	-4	-0.5	1
Cc1cccc(NC(=O)c2cc(S(=O)(=O)N(C)c3ccc(F)cc3)ccc2Cl)n1	-3	1.4	8
CC(=O)Nc1ccc(S(=O)(=O)NCCC(=O)OCc2ccccc2F)cc1	2	2.2	8
COC(=O)c1sc(S(=O)(=O)N2CCCCC2C)c(C(=O)OC)c1C (centres undefined)	-4	0.6	4
OCC1OC(n2ccc3c(NO)ncnc32)C(O)C1O (centres undefined)	-5	2.7	-2
CC(C)(C)N(Cc1ccc2c(c1)OCO2)C(=O)/C=C\S(=O)c1ccccc1 (centres undefined)	-6	-3.5	-14
O=C(COC(=O)c1ccccc1NCCO)NCc1cccs1	-2	-0.8	3
COc1ccccc1N(CCOc1ccccc1)S(=O)(=O)c1ccccc1	-5	3.7	14
CC1CC(C)CN(C(=O)CN2C(=O)NC(c3ccccc3)(c3ccccc3)C2=O)C1 (centres undefined)	-8	-1.5	-22
CCCCN(C(=O)c1ccc(C)o1)c1c(N)n(CCCC)c(=O)[nH]c1=O	-4	1.2	-1
Cc1ccc(C(=O)NC2CCCCCCC2)cc1S(=O)(=O)N1CCOCC1	-3	-1.4	-1
O=C(COC(=O)Cc1cccs1)Nc1cccc(S(=O)(=O)N2CCOCC2)c1	-2	-0.3	11
O=C(c1ccc2ncsc2c1)N1CCN(c2cccc(C(F)(F)F)c2)CC1	-4	-1.4	-4
c1ccc(NN(Cc2cnccn2)c2ccccc2)cc1	-5	-0.7	19

Random excerpt: seven records from the list, in no set order.
SMILES	GalR3 antag	CRFBP-R2 agonist	CRFR2-BP antag
c1ccc(Cc2c(-c3ccccc3)nc3c4ccccc4ccn23)cc1	-6	-0.2	1
COc1ccccc1N(CCOc1ccccc1)S(=O)(=O)c1ccccc1	-5	3.7	14
O=C(COC(=O)Cc1cccs1)Nc1cccc(S(=O)(=O)N2CCOCC2)c1	-2	-0.3	11
COc1ccc([C@H]2CC(=O)C=C(c3cccc(Br)c3)C2)cc1	-6	3.4	-11
Cc1ccc(C(=O)NC2CCCCCCC2)cc1S(=O)(=O)N1CCOCC1	-3	-1.4	-1
O=C(c1ccc2ncsc2c1)N1CCN(c2cccc(C(F)(F)F)c2)CC1	-4	-1.4	-4
O=C(COC(=O)c1ccccc1NCCO)NCc1cccs1	-2	-0.8	3

More records.
SMILES	GalR3 antag	CRFBP-R2 agonist	CRFR2-BP antag
O=C(COC(=O)c1ccc(F)cc1Cl)NCc1ccco1	-4	-0.6	10
CCN(CC(=O)NCc1cccs1)C(=O)c1cccc(S(=O)(=O)Nc2ccc(OC)cc2)c1	-3	-2.2	-2
C[C@H]1CN([C@@H](C)CO)C(=O)CCCn2cc(nn2)CO[C@@H]1CN(C)C(=O)c1cc(-c2ccccc2)on1	-7	-0.8	-4
Cc1ccc2cc(CNC[C@H]3O[C@@H](n4cc(C)c(=O)[nH]c4=O)C[C@@H]3O)c(N3CCOCC3)nc2c1	-2	-1.8	5
COc1cccc(NC(=O)CNc2cc(S(=O)(=O)N3CCOCC3)ccc2N2CCCC2)c1	-3	-0.1	3
Cc1ccc(S(=O)(=O)NCCC(=O)N2CCN(S(=O)(=O)c3cccc(F)c3)CC2)cc1C	-2	-0.8	0
O=C(NCCCN1CCOCC1)c1ccc(S(=O)(=O)Nc2ccccc2)cc1	-2	1.3	-1
O=C(CNC(=O)c1ccc(Br)o1)Nc1cccc(S(=O)(=O)N2CCOCC2)c1	-4	2.5	-17
COc1cccc(CNC(=O)COC(=O)c2ccc(Cl)s2)c1	-3	-3.2	-1
CSCCC(NC(=O)c1ccc(Cl)c([N+](=O)[O-])c1)C(=O)N1CCN(C/C=C/c2ccccc2)CC1 (centres undefined)	-4	2.1	-28
O=C1c2ccccc2/C(=C\c2ccc3[nH]ccc3c2)N1c1ccccc1	-6	2.8	-2
O=C(c1ccc(S(=O)(=O)Cc2cc(F)ccc2F)c([N+](=O)[O-])c1)N1CCOCC1	4	0.8	4
COc1ccc(S(=O)(=O)N2CCN(CC(=O)N3CCNC3=O)CC2)cc1OC	-8	-0.2	-5
O=C(Nc1cccc(-c2ccc(N3CCCCC3)nn2)c1)c1ccc(Br)o1	-4	-0.8	13
O=C1c2ccccc2C(=O)N1C1(C(=O)NC2(C(=O)O)CCCC2)CCCC1	-4	-2.1	28
CCCCN1C(=O)C(CC(=O)NCCCCc2ccccc2)CC(C(=O)N2CCOCC2)=C1C (centres undefined)	-6	0.3	8
Cc1c(C(=O)N2CC(C(=O)N3CCCCC3)Oc3ccccc32)oc2ccccc12 (centres undefined)	-5	-0.7	75*
CCN1CCN(S(=O)(=O)c2ccc(Cl)c(C(=O)N(C)Cc3cccc(Cl)c3Cl)c2)CC1	-4	-1.9	4
CCCCc1nc2sc3c(c2c(=O)[nH]1)CC(C)(C)OC3	2	1.7	-7
O=C(CSc1nc2[nH]c(=O)cc(O)c2s1)NCCc1ccccc1	-4	0.3	3
O=[N+]([O-])c1cccc(COc2ccccc2CN2CCCC2)c1	-1	-1.4	9
Cc1cccc(C(C)C)c1NC(=O)c1ccc(OCC2CCCO2)cc1 (centres undefined)	-5	-2.1	-10
CCN(CC)S(=O)(=O)c1cccc(C(=O)NC(C(=O)NNC(=O)c2ccccc2F)C(C)C)c1 (centres undefined)	-8	-2.3	-7
Cc1ccc(S(=O)(=O)N2CCN(C(=O)Cn3c(=O)oc4ccccc43)CC2)c(C)c1	-4	-0.7	3
CN=C1NC(C)(C)C2CCC(C)(CC2)S1	-5	8.6	-15
SMILES	GalR3 antag	CRFBP-R2 agonist	CRFR2-BP antag
COc1c2c(cc(O)c1C(C)=O)OC(C)(C)C=C2	0	-6.8	23
CCOc1cc(N2CCOCC2)c(OCC)cc1NC(=O)c1cccc(S(=O)(=O)N2CC(C)OC(C)C2)c1 (centres undefined)	-6	-1.0	12
Cc1cc(C)c(C)c(S(=O)(=O)N2CCC(C(=O)NCCCN3CCCC3=O)CC2)c1C	-7	-0.5	8
C[C@@H]1CN([C@H](C)CO)S(=O)(=O)c2ccc(C3=CCCCC3)cc2O[C@H]1CN(C)C(=O)Cc1cccnc1	-1	-0.4	6
CC(Sc1nnc2n1CCCCC2)C(=O)Nc1ccccc1[N+](=O)[O-] (centres undefined)	-7	1.8	2
Cc1ccc(S(=O)(=O)N2CCOCC2)cc1NC(=O)CNCc1ccccc1Cl	-1	-0.7	7
COc1ccc(C(=O)Nc2cc3c4c(c2)CC(=O)N4CCC3)cc1	-3	-0.9	10
Cc1ccc(NC(=O)COC(=O)C2CCN(c3ccc(C(F)(F)F)cn3)CC2)cc1C	-2	2.8	14
COc1ccc(C=O)c(OCc2cn(CC(=O)c3ccc(O)cc3)nn2)c1	-4	-2.6	-3
O=C(NN=Cc1ccccc1C(=O)O)c1cccc(S(=O)(=O)Nc2cccc(C(F)(F)F)c2)c1	-3	0.4	7
CC1(CCc2ccccc2)NC(=O)NC1=O (centres undefined)	-7	-0.6	-6
CC(Sc1nc2ccccc2c(=O)n1CC1CCCO1)C(=O)NC(C)c1ccccc1 (centres undefined)	2	-1.9	12
CCOc1ccccc1OCCCC(=O)ON=C(N)c1ccccc1	0	-0.8	7
CC(=O)C(Cc1ccccc1)NC(=O)COC(=O)c1cccc(C)c1[N+](=O)[O-] (centres undefined)	-6	-0.7	-4
Cc1occc1C(=O)NNC(=O)CN1C(=O)NC(C)(c2ccccc2)C1=O (centres undefined)	-3	0.0	2
O=C1C2C3C=CC(O3)C2C(=O)N1Nc1ccccc1 (centres undefined)	-5	-1.3	9
O=C(C[C@@H]1C/C=C\C[C@H](NC(=O)OCC2c3ccccc3-c3ccccc32)C(=O)OC[C@H]2CCCN2C1=O)N[C@@H](CO)Cc1ccccc1	-4	-1.2	-4
CN1CCC(=C(c2ccccc2)c2ccc(Br)cc2)CC1	-9	7.0	-53
COc1ccc(NC(=O)c2ccc(OCC3CCCO3)cc2)cc1OC (centres undefined)	-4	1.8	-3
COC(=O)c1ccc(C)c(NC(=O)CCCN2C(=O)CN(C)C2=O)c1	-7	-1.0	9
C[C@@H]1CN([C@H](C)CO)C(=O)CCCn2nncc2CO[C@@H]1CN(C)S(=O)(=O)c1cn(C)cn1	-6	-1.8	31
COc1ccc2nc(NC(=O)C3CC(=O)N(c4ccc5c(c4)OCCO5)C3)sc2c1 (centres undefined)	2	-0.5	-4
CCc1ccc(/C(C)=N/NC(=O)C(O)c2ccccc2)s1 (centres undefined)	-1	0.0	-2
CCN(CC)c1ccc(C(=C2C=CC(=[N+](CC)CC)C=C2)c2ccccc2)cc1	33*	91*	-9
O=C(N[C@@H](Cc1ccccc1)C(=O)OCc1ccccc1)c1nc[nH]c1C(=O)NC1CCNCC1	-10	0.4	-7
Cc1cccc(C)c1NC(=O)CN(C)C(=O)C1CCN(c2ncnc3sc(C)c(C)c23)CC1	-1	-1.4	2
O=C(Cn1nc(-c2cccc(Cl)c2)ccc1=O)NCC1COCCO1 (centres undefined)	-3	-0.4	9
COc1ccc(CN2C(=O)c3ccccc3C2=O)cc1C(=O)N(C)CC(=O)Nc1ccc(C)cc1	-5	-0.5	-17
COc1ccc(CN(C)CC(=O)Nc2cccc(S(=O)(=O)N3CCCC3)c2)cc1F	-9	-0.6	8

Record cards (already shown). Values in the order: GalR3 antag | CRFBP-R2 agonist | CRFR2-BP antag
COc1ccc2nc(NC(=O)C3CC(=O)N(c4ccc5c(c4)OCCO5)C3)sc2c1 (centres undefined) reads 2 | -0.5 | -4
O=C(C[C@@H]1C/C=C\C[C@H](NC(=O)OCC2c3ccccc3-c3ccccc32)C(=O)OC[C@H]2CCCN2C1=O)N[C@@H](CO)Cc1ccccc1 reads -4 | -1.2 | -4
COc1ccc(C(=O)Nc2cc3c4c(c2)CC(=O)N4CCC3)cc1 reads -3 | -0.9 | 10
Cc1ccc(NC(=O)COC(=O)C2CCN(c3ccc(C(F)(F)F)cn3)CC2)cc1C reads -2 | 2.8 | 14

Just CRFBP-R2 agonist and GalR3 antag, for some of the entries so far:
Structure	CRFBP-R2 agonist	GalR3 antag
O=C(NN=Cc1ccccc1C(=O)O)c1cccc(S(=O)(=O)Nc2cccc(C(F)(F)F)c2)c1	0.4	-3
CC1(CCc2ccccc2)NC(=O)NC1=O (centres undefined)	-0.6	-7

Screens as filed in PubChem.
